Screening data: PubChem BioAssay, Broad Institute
U2OS ROS induce: cancer cell ROS induction; ROS induction (% of piperlongumine), % at 10 µM; actives 2% (n = 46,000); U2OS ROS induction, H2DCF-DA fluorescence; AID 624156; in the data active = ROS induction above about 79%, passing the limit was not always enough; inconclusive = no clear call, values can overlap the other calls;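 note: 0% = DMSO vehicle median and 100% = reference compound median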
* hit, by the source's call. The list is partial (hit frequency here may not be typical).

Start of the data: the first two compounds as a preview:
What do the screens show for `C[C@@H]1CN([C@@H](C)CO)C(=O)CCCn2nncc2CO[C@@H]1CN(C)Cc1ccc(Cl)c(Cl)c1`?
U2OS ROS induce: 6

What do the screens show for `CN(C)c1nc(N)nc(CSc2nnnn2-c2ccccc2)n1`?
U2OS ROS induce: -16

Main list, previewed entries included:
What do the screens show for `C[C@@H]1CN([C@@H](C)CO)C(=O)CCCn2nncc2CO[C@@H]1CN(C)Cc1ccc(Cl)c(Cl)c1`?
U2OS ROS induce: 6

What do the screens show for `CN(C)c1nc(N)nc(CSc2nnnn2-c2ccccc2)n1`?
U2OS ROS induce: -16

Results for CC1(C)CC(=O)c2c(SCC(=O)NN)sc(C#N)c2C1 ?
U2OS ROS induce: 3

How did CC(C)NC(=O)Nc1ccc2c(c1)C(=O)N([C@@H](C)CO)C[C@H](C)[C@@H](CN(C)C)O2 do in these assays?
U2OS ROS induce: -1

Results for O=C(CSc1n[nH]c(-c2ccc(Cl)cc2)n1)Nc1ccc(F)c(Cl)c1 ?
U2OS ROS induce: -13

What do the screens show for `COc1ccc(C#Cc2cnc3c(c2)C(=O)N([C@H](C)CO)C[C@H](C)[C@H](CN(C)C(=O)Nc2ccccc2)O3)cc1OC`?
U2OS ROS induce: 37

How did C/C=C1\C(O[C@@H]2O[C@H](CO[C@@H]3O[C@H](CO)[C@@H](O)[C@H](O)[C@H]3O)[C@@H](O)[C@H](O)[C@H]2O)OC=C(C(=O)OC)C1CC(=O)OCCc1ccc(O)cc1 (stereo partly drawn) do in these assays?
U2OS ROS induce: -7

How did CCOC(=O)c1c(C)sc2c(C)c(C)[nH]c12 do in these assays?
U2OS ROS induce: 38

How did Cc1ccc2c(c1)c1c(n2CCc2ccncc2)CCN(C)C1 do in these assays?
U2OS ROS induce: -5

How did C[C@@H]1CN([C@@H](C)CO)C(=O)c2cc(NS(=O)(=O)c3ccc(Cl)cc3)ccc2O[C@@H]1CN(C)C(=O)Nc1ccc(F)cc1 do in these assays?
U2OS ROS induce: -8

What do the screens show for `Cc1ccc(C(=O)OCC2OC(O)C(O)C2OC(=O)c2ccc(C)cc2)cc1` (stereo not drawn)?
U2OS ROS induce: -8

What do the screens show for `C[C@@H]1CN([C@H](C)CO)C(=O)CCCn2cc(nn2)CO[C@H]1CN(C)C(=O)CCCN(C)C`?
U2OS ROS induce: 26

Results for C[C@H]1CN([C@@H](C)CO)C(=O)c2cc(NC(=O)Nc3ccc4c(c3)OCO4)ccc2O[C@@H]1CN(C)S(=O)(=O)c1cccs1 ?
U2OS ROS induce: 17

What do the screens show for `C[C@H]1CN([C@@H](C)CO)C(=O)CCCn2nncc2CO[C@@H]1CN(C)S(=O)(=O)c1ccc2ccccc2c1`?
U2OS ROS induce: 11

What do the screens show for `C[C@H](CO)N1C[C@H](C)[C@H](CN(C)S(C)(=O)=O)Oc2c(NC(=O)CCCCCC(=O)Nc3ccccc3N)cccc2C1=O`?
U2OS ROS induce: 25

Results for CN(CCO)S(=O)(=O)c1ccc2c(c1)C(=NO)c1cc(S(=O)(=O)N(C)CCO)ccc1-2 ?
U2OS ROS induce: -11

What do the screens show for `Cc1noc(C)c1S(=O)(=O)Nc1ccc2c(c1)CC(=O)N([C@H](C)CO)C[C@@H](C)[C@@H](CN(C)CC1CCCCC1)O2`?
U2OS ROS induce: 2

What do the screens show for `COc1ccc(S(=O)(=O)Nc2cccc3c2O[C@@H](CN(C)Cc2ccc4c(c2)OCO4)[C@@H](C)CN([C@@H](C)CO)C3=O)cc1`?
U2OS ROS induce: 2

How did CC1(C)CC(NC(=O)C(=O)NCC2COc3ccccc3O2)CC(C)(C)N1 (stereo not drawn) do in these assays?
U2OS ROS induce: 7

What do the screens show for `O=C(Cn1c(=O)oc2ccccc21)Nc1ccc(S(=O)(=O)N2CCCCC2)cc1`?
U2OS ROS induce: -1

How did Cc1noc(C)c1NC(=O)N(C)C[C@@H]1Oc2c(NC(=O)Nc3cccc4ccccc34)cccc2C(=O)N([C@H](C)CO)C[C@H]1C do in these assays?
U2OS ROS induce: -2

Results for C[C@@H]1CN([C@H](C)CO)C(=O)c2cc(NC(=O)CCN3CCOCC3)ccc2O[C@@H]1CN(C)S(C)(=O)=O ?
U2OS ROS induce: -1

Results for C[C@@H]1CN([C@H](C)CO)C(=O)c2cccc(NC(=O)c3nc4ccccc4s3)c2O[C@@H]1CN(C)S(=O)(=O)c1cn(C)cn1 ?
U2OS ROS induce: 0

What do the screens show for `Cc1noc(C)c1NC(=O)Nc1cccc2c1O[C@H](CN(C)CC1CC1)[C@@H](C)CN([C@@H](C)CO)C2=O`?
U2OS ROS induce: -11

How did COC(=O)c1c(C)oc(C)c1S(=O)(=O)N1CCOCC1 do in these assays?
U2OS ROS induce: -10

Results for CNC(=O)C1=C[C@H](c2csc3ccccc23)C[C@H](OCCCCO)O1 ?
U2OS ROS induce: 8

Results for COc1ccc(NC(=O)Nc2ccc3c(c2)C(=O)N([C@H](C)CO)C[C@@H](C)[C@H](CN(C)S(=O)(=O)c2cccs2)O3)cc1 ?
U2OS ROS induce: 6

How did COc1ccc(NC(=O)Nc2ccc3c(c2)C(=O)N([C@H](C)CO)C[C@H](C)[C@H](CN(C)C(=O)Nc2ccc(F)cc2)O3)cc1 do in these assays?
U2OS ROS induce: 1

Results for O=C1CSC(c2ccccc2)N1C1CCCCC1 (stereo not drawn) ?
U2OS ROS induce: 7

Results for Cc1ccc(S(=O)(=O)Nc2cccc3c2O[C@H](CN(C)CC2CCCCC2)[C@H](C)CN([C@H](C)CO)C3=O)cc1 ?
U2OS ROS induce: -3

Results for COC(=O)CN(c1ccc2c(c1)OCCO2)S(C)(=O)=O ?
U2OS ROS induce: -5

What do the screens show for `COCCNS(=O)(=O)c1ccc(Cl)c(Cl)c1OC`?
U2OS ROS induce: 2

Results for CCN(CC)C(=S)Oc1ccc(C#N)cc1 ?
U2OS ROS induce: -13

What do the screens show for `CC(C)S(=O)(=O)c1cscc1N1C(=O)c2ccccc2C1=O`?
U2OS ROS induce: 9

Results for COc1ccc(NC(=O)CN(c2ccc(C)cc2)S(=O)(=O)c2ccc(OC)cc2)cc1 ?
U2OS ROS induce: -7

Results for O=C1c2ccccc2O[C@@H](c2ccc(Cl)cc2)[C@@H]1O ?
U2OS ROS induce: 11

What do the screens show for `C[C@H](CO)N1C[C@H](C)[C@H](CN(C)C(=O)Nc2ccc3c(c2)OCO3)Oc2ccc(NS(=O)(=O)c3ccccc3)cc2CC1=O`?
U2OS ROS induce: -4

What do the screens show for `CC1(C)CC[C@@]2(C(=O)O)C(C1)C1=CCC3[C@@]4(C)CC[C@H](O)C(C)(C)C4CC[C@@]3(C)[C@]1(C)C[C@H]2O` (stereo partly drawn)?
U2OS ROS induce: -9

Results for C[C@@H]1CN([C@@H](C)CO)C(=O)c2cc(NS(=O)(=O)c3cn(C)cn3)ccc2O[C@@H]1CN(C)Cc1ccccc1 ?
U2OS ROS induce: -10

What do the screens show for `Cc1cccc(OCC(=O)Nc2cccc(-c3nc4ccccc4s3)c2)c1C`?
U2OS ROS induce: 6

What do the screens show for `Cc1noc(C)c1NC(=O)N(C)C[C@@H]1Oc2ccc(NC(=O)CCC(F)(F)F)cc2C(=O)N([C@@H](C)CO)C[C@H]1C`?
U2OS ROS induce: 0

How did O=C(O)CCC(=O)Nc1ccc(NC(=O)c2ccccc2)c(Cl)c1 do in these assays?
U2OS ROS induce: -6

What do the screens show for `OCc1cc2c([nH]c3ccccc32)c(C(O)CO)n1` (stereo not drawn)?
U2OS ROS induce: -7

Results for Cc1ccc(S(=O)(=O)CCSc2sc(C#N)c3c2C(=O)CC(C)(C)C3)cc1 ?
U2OS ROS induce: 125*

Results for C[C@@H]1CCCCO[C@@H](CN(C)S(=O)(=O)c2ccc(F)cc2)[C@@H](C)CN([C@H](C)CO)C(=O)c2cc(NC(=O)C3CCCCC3)ccc2O1 ?
U2OS ROS induce: 17

What do the screens show for `NC(=O)CN1CCN(CCN2C(=O)c3cccc4cccc(c34)C2=O)CC1`?
U2OS ROS induce: -31

What do the screens show for `O=C(NO)c1ccc(C(=O)N/N=C/c2ccc3c(c2)OCCO3)cc1`?
U2OS ROS induce: 13

How did C[C@H]1CN([C@@H](C)CO)C(=O)c2cc(NC(=O)NC3CCCCC3)ccc2O[C@H]1CN(C)S(C)(=O)=O do in these assays?
U2OS ROS induce: -12

Results for COC(=O)CCCCCCC(=O)N/N=C/c1ccc(O)c(OC)c1 ?
U2OS ROS induce: 2

Results for COc1ccc(NC(=O)Nc2ccc3c(c2)C(=O)N([C@@H](C)CO)C[C@@H](C)[C@@H](CN(C)C(=O)NC(C)C)O3)cc1 ?
U2OS ROS induce: -7

Arranged by length of the SMILES (ascending): part of the list above.
Results for COC(=O)CCCCCCC(=O)N/N=C/c1ccc(O)c(OC)c1 ?
U2OS ROS induce: 2

What do the screens show for `Cc1noc(C)c1NC(=O)N(C)C[C@@H]1Oc2ccc(NC(=O)CCC(F)(F)F)cc2C(=O)N([C@@H](C)CO)C[C@H]1C`?
U2OS ROS induce: 0

Results for COc1ccc(NC(=O)Nc2ccc3c(c2)C(=O)N([C@@H](C)CO)C[C@@H](C)[C@@H](CN(C)C(=O)NC(C)C)O3)cc1 ?
U2OS ROS induce: -7

Results for C[C@@H]1CCCCO[C@@H](CN(C)S(=O)(=O)c2ccc(F)cc2)[C@@H](C)CN([C@H](C)CO)C(=O)c2cc(NC(=O)C3CCCCC3)ccc2O1 ?
U2OS ROS induce: 17

Going on with the list.
How did CC(C(=O)O)n1cnc2scc(-c3ccc(Cl)cc3)c2c1=O (stereo not drawn) do in these assays?
U2OS ROS induce: -12

How did C[C@@H]1CN([C@H](C)CO)C(=O)CCCn2nncc2CO[C@@H]1CN(C)S(=O)(=O)c1ccc(Cl)cc1 do in these assays?
U2OS ROS induce: -5

What do the screens show for `C[C@@H]1CN([C@@H](C)CO)C(=O)c2cc(NS(=O)(=O)c3cn(C)cn3)ccc2O[C@H]1CN(C)S(=O)(=O)c1ccccc1`?
U2OS ROS induce: -1

Results for CCC1CN2CCc3cc(OC)c(OC)cc3[C@@H]2C[C@@H]1C[C@H]1NCCc2cc(OC)c(OC)cc21 (stereo partly drawn) ?
U2OS ROS induce: -5

How did CC1=CC(C)C2(COC(=O)NC3CCCCC3)COC3(CCCC3)C1C2C (stereo not drawn) do in these assays?
U2OS ROS induce: 15

Results for COc1ccc(NC(=O)Nc2ccc3c(c2)C(=O)N([C@@H](C)CO)C[C@H](C)[C@H](CN(C)Cc2ccc(Cl)c(Cl)c2)O3)cc1 ?
U2OS ROS induce: inconclusive

Results for C[C@@H]1CN([C@H](C)CO)C(=O)c2cc(NC(=O)Nc3ccc(F)cc3)ccc2O[C@H]1CN(C)S(=O)(=O)c1ccc(F)cc1 ?
U2OS ROS induce: 13

What do the screens show for `CC(C)(C)C1=NN(c2nc3ccc(Cl)cc3s2)C(=O)C1`?
U2OS ROS induce: -12

Results for COc1ccc(-c2nnc(Nc3ccc(Cl)cc3)c3ccccc23)cc1 ?
U2OS ROS induce: -8

Results for O=C(Nc1cc2ccccc2s1)Nc1ccc(F)cc1F ?
U2OS ROS induce: -11

Results for CCN(CC)C(=O)Oc1c(Br)cc(Br)c2ccc(C)nc12 ?
U2OS ROS induce: 15

What do the screens show for `COc1ccc(NC(=O)CSc2nnc(-c3ccc(NC(=O)c4ccc(C)cc4)cc3)n2C)cc1Cl`?
U2OS ROS induce: 8

How did O=C(NC1CCCC1)C1c2ccccc2Oc2ccccc21 do in these assays?
U2OS ROS induce: 0

What do the screens show for `C[C@H](CO)N1C[C@H](C)[C@H](CN(C)S(C)(=O)=O)Oc2ccc(NC(=O)Cc3cn(C)c4ccccc34)cc2C1=O`?
U2OS ROS induce: -6

Results for COc1ccc(S(=O)(=O)N(C)C[C@H]2OCCCC[C@@H](C)Oc3ccc(NC(=O)Nc4ccc(C(F)(F)F)cc4)cc3C(=O)N([C@H](C)CO)C[C@@H]2C)cc1 ?
U2OS ROS induce: 30

What do the screens show for `CCNC(=O)c1cc2c(=O)n3ccccc3nc2n(C(C)C)c1=N`?
U2OS ROS induce: -2

Results for COc1c(NC(=O)N(C)C)csc1Cl ?
U2OS ROS induce: -13

Results for C[C@@H]1CN([C@H](C)CO)C(=O)c2cc(NC(=O)Cc3cn(C)c4ccccc34)ccc2O[C@H]1CN(C)S(=O)(=O)c1ccc(F)cc1 ?
U2OS ROS induce: 9

What do the screens show for `C[C@@H]1CN([C@H](C)CO)C(=O)c2cccc(NC(=O)Nc3ccc(C(F)(F)F)cc3)c2O[C@@H]1CN(C)S(C)(=O)=O`?
U2OS ROS induce: 9

How did O=C(CSc1nc(-c2ccccc2)cc(C(F)(F)F)n1)N1CCCc2ccccc21 do in these assays?
U2OS ROS induce: 26

How did CC(=O)Nc1ccc(OCC(O)Cn2nc(C)nc2C)cc1 (stereo not drawn) do in these assays?
U2OS ROS induce: -10

Results for COC(=O)[C@@]1(CCC(=O)OC(C)(C)C)N=C(c2ccc(OCCCO)cc2)O[C@H]1c1ccccc1 ?
U2OS ROS induce: 48

How did OC1c2ccccc2-c2c3c(cc4c2C1NCC4)OCO3 (stereo not drawn) do in these assays?
U2OS ROS induce: 10

How did Cc1cc(C)cc(CC(c2nc3ccccc3[nH]2)C(C)c2nc3ccccc3[nH]2)c1 (stereo not drawn) do in these assays?
U2OS ROS induce: -7

Results for COc1ccc(NC(=O)Nc2ccc3c(c2)C(=O)N([C@H](C)CO)C[C@H](C)[C@@H](CN(C)C(=O)Nc2c(C)noc2C)O3)cc1 ?
U2OS ROS induce: -4

Results for Oc1ccc(CCCCC(CCc2ccc(O)cc2)O[C@@H]2OC[C@@H](O)[C@H](O)[C@H]2O)cc1 (stereo partly drawn) ?
U2OS ROS induce: -8

Results for Cc1ccc2nc(-c3ccc(C)c(NC(=O)COc4ccc([N+](=O)[O-])cc4)c3)oc2c1 ?
U2OS ROS induce: 3

Results for COc1ccc(OC)c(Nc2nc(-c3c(C)nc4sccn34)cs2)c1 ?
U2OS ROS induce: 21

What do the screens show for `CCCC(=O)Oc1ccc2[nH]c(C(=O)c3cc4ccccc4[nH]3)cc2c1`?
U2OS ROS induce: -15

How did O=C(CSc1nc2ccccc2nc1N1CCOCC1)N1CCC2(CC1)OCCO2 do in these assays?
U2OS ROS induce: 3

Results for CCOC(=O)/C(=C\Nc1ccc(F)c(Cl)c1)S(=O)(=O)c1ccc(Cl)cc1 ?
U2OS ROS induce: 21
